# High-throughput results (PubChem)
# p53ts 39C tox: p53ts cell cytotoxicity, nonpermissive temperature; Potency, µM (doses to about 46.1 µM), for the others: at the top dose activity change, negative = cell killing, actives largely listed as cytotoxic; actives 1.5% (n = 130,000); AID 902; H1299-p53A138V viability at 39C, ATP luminescence, 24 h; note: nearly all actives have a fitted effect of over 55% in size
# Imprint erasure: induces erasure of genomic imprints in mouse ES cells; Potency, µM (highest dose often 60.7 µM), for inactives: at the top dose activity change, positive = activation, hits mostly activators; AID 1948; actives 0.02% (n = 110,000); mouse ES Peg3-LacZ reporter, beta-gal luminescence, 40 h;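 note: 0% = negative control wells on the plate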
#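 Readout: BetaGlo luminescence (5 min, room temp) for LacZ from the normally silent maternal Peg3 allele in female Peg3LacZ-Neo ES cells. Cells 300/well, 40 h, 37C, 5% CO2. Data normalized per plate to negative controls.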
# IkB signaling: suppresses IkB signaling in ABC-DLBCL reporter cells; ABC-DLBCL IkBa-CBG/CBR dual luciferase ratio, 4 h; response scale: scaled: untreated 0%, proteasome inhibitor 100%; Potency, µM (top dose mostly 57.1 µM), for the others: top-dose IkBa stabilization activation; actives 0.04% (n = 110,000); AID 445; active = well fitted curve in the direction sought with a large enough effect in the signal ratio, not every such curve was filed as active; inconclusive = small, poorly fitted or top-dose-only effect, or a change in a side signal; the % refers to the signal ratio;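 note: the direction sought is a rising ratio; 0% = basal untreated cells and 100% = reference inhibitor full response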
#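 Luminescence ratio of IκBα-fused green versus native red beetle luciferase in OCI-Ly3 cells, 4 h post-doxycycline with compound; red signal alone, scaled from basal (0%) to zero light (-100%), flagged nonspecific or cytotoxic effects.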
# p53ts 32C tox: cytotoxicity in p53ts cells at permissive temperature; actives 0.93% (n = 130,000); Potency, µM (highest dose often 46.1 µM), inactives show at the top dose activity change, negative = cytotoxicity, actives largely listed as cytotoxic; H1299-p53A138V at 32C, ATP luminescence viability, 24 h;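 note: 0% = DMSO and -100% = full killing by reference compound; nearly all actives have a fitted effect of over 55% in size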
#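 ATP-content luminescence (ATPlite) read-out after 24 h compound exposure at 32C in H1299-p53A138V cells (600/well). Tested up to 46 uM. Normalized to DMSO (0%) and 100 uM tamoxifen (100% killing); Hill-fit AC50.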
# * = called active by the depositor; ? = inconclusive; . = not tested or not shown; & = joins results of further samples; [ ] = dose if it differs, or a comment. Unless noted, calls come from the whole dose curve; as a rule, active = well fitted curve in the direction sought with a large enough effect; inconclusive = small, poorly fitted or top-dose-only effect, or another doubt; inactive = no such curve, though single readings can be large; an effect the other way counts as inactive or inconclusive. Unless noted, % is set by controls: 0 for no effect and ±100 for the full control effect; potency is the fitted concentration of half-maximal effect.
Structure	p53ts 39C tox	Imprint erasure	IkB signaling	p53ts 32C tox
C=CCn1c(COc2ccccc2)nnc1SCC(=O)C(C)(C)C	12%	-12%	5.8%	2%
Cc1ccccc1OCC(=O)Nc1ccc2oc(-c3ccc(F)cc3)nc2c1	?	-17%[10.9 µM]	5.1%	-4%
CCOc1ccc(NC(=O)Cc2ccc(-n3c(C)nc4cccnc43)cc2)cc1	37%[activator]	-2%[10.9 µM]	?	4%
CCCCNC(=O)C1CCCN(S(=O)(=O)CCC)C1 (configuration not stated)	-8%	11%[10.9 µM]	-2.0%	-4%
Cc1cccc(C(=O)Nc2ccccc2SCc2cc(=O)c3cccc(C)c3[nH]2)c1	4%	-1%[10.9 µM]	?	8%
CCOc1cccc(CNCCCSc2nnnn2C)c1	2%	-19%[10.9 µM]	-1.0%	-2%
O=C(c1ccc2c(c1)OCO2)N1CCCN(C(=O)c2ccc3c(c2)OCO3)CC1	2%	-4%	0.3%	-1%
O=C(NCc1cccs1)C1CCCN1S(=O)(=O)c1ccccc1F (configuration not stated)	-2%	-10%	0.2%	5%
COc1cccc(C(=O)Nc2ccc(Cl)c(-c3nc4ccccc4[nH]3)c2)c1	-6%	-7%[10.9 µM]	?	5%
COc1ccccc1NC(=O)CN1C(=O)C2(SCC(=O)N2c2ccc(C)c(C)c2)c2ccccc21 (configuration not stated)	7%	-11%[10.9 µM]	?	18%
O=C(O)C1NCCc2ccccc21 (configuration not stated)	6%	-8%	-0.1%	-4%
Cc1cccc(NC(=O)CCS(=O)(=O)c2cc(Br)cc3c2N(C(=O)C2CC2)CC3)c1C	-2%	10%[10.9 µM]	4.8%	12%
O=C1C[C@@H](O)[C@@H](O)[C@H]2[C@@H]3C(=O)N(C[C@@H]4CCCO4)C(=O)[C@@H]3CC[C@H]12	14%&-7%[9.22 µM]	.	.	3%&12%[9.22 µM]
Cn1cnc(S(=O)(=O)N2CCCC(C(=O)Nc3ccc(F)cc3Cl)C2)c1 (configuration not stated)	-6%	-5%[10.9 µM]	-0.3%	-5%
COc1cccc(NC(=O)C(CCSC)NC(=O)C2CCC(C)CC2)c1 (configuration not stated)	3%	6%[10.9 µM]	?	18%

# New compounds follow.
Structure	p53ts 39C tox	Imprint erasure	IkB signaling	p53ts 32C tox
Cc1nnc(SCC(=O)N2c3ccccc3CC2C)s1 (configuration not stated)	-11%	8%	0.8%	-7%
CCc1nn(CC(=O)NCCCc2ccccc2)c(=O)c2cc3c(OC)cccc3n12	1%	-4%[10.9 µM]	2.9%	3%
CCOc1ccc(CCn2c3c(c(=O)[nH]c2=O)C(NC(=O)c2cccc(F)c2)(C(F)(F)F)C(=O)N3)cc1OCC (configuration not stated)	-2%	11%[10.9 µM]	-2.4%	-1%
CN(C)CCCN1C(=O)c2oc3ccc(Cl)cc3c(=O)c2C1c1cccnc1 (configuration not stated)	3%	-32%[inhibitor]	0.9%	11%
O=C(Nc1noc2ccccc12)c1c(F)cccc1F	?	-64%[inhibitor][10.9 µM]	-0.6%	?
O=c1cc(Nc2ccc3c(c2)OCCO3)[nH]c(=O)n1-c1ccc(Br)cc1	-4%	-21%	-1.0%	-8%
Cc1ccccc1-c1cc(-n2ccnc2)ncn1	-1%	-18%	1.0%[11.4 µM]	-1%
CCOC(=O)c1cc2c(c(CSc3nc4ccccc4c(=O)n3Cc3ccco3)c1)OCOC2	0%	3%	0.5%	9%
CCc1ccc(S(=O)(=O)NCCc2csc(-c3ccccc3)n2)s1	2%	-16%	?	37%[activator]
O=C(c1ccc2c(c1)N(Cc1ccc(Cl)cc1)C(=O)c1ccccc1S2=O)N1CCN(c2ccccc2F)CC1 (configuration not stated)	-11%	19%[10.9 µM]	?	-4%
CC1=C(C(=O)OCc2ccccc2)C(c2ccc(N(C)C)cc2)NC(=O)N1 (configuration not stated)	10%	.	.	9%
CN(C)/C=N/c1c(C#N)cnn1-c1ccc(C(F)(F)F)cn1	5%	-10%	-1.2%	1%
CC(C)COc1ccc(C(=O)N(Cc2cccc(F)c2)C2CCS(=O)(=O)C2)cc1 (configuration not stated)	-10%	-9%[10.9 µM]	?	7%
COc1cccc(NS(=O)(=O)c2ccc3[nH]cc(C(=O)NCCc4ccc(C)cc4)c(=O)c3c2)c1	-26%	?	-1.6%	-13%
CC(C)NC(=O)NC1C2CC3CC(C2)CC1C3 (configuration not stated)	-9%	-8%	-0.1%	5%

# Continued:
Structure	p53ts 39C tox	Imprint erasure	IkB signaling	p53ts 32C tox
COc1ccc(CCNC(=O)CSc2n[nH]c(-c3ccccc3Cl)n2)cc1OC	3%	20%[10.9 µM]	-0.7%	4%
N#Cc1cc2sc3nc4ccccc4n3c2cc1C#N	13%	2%	0.2%	-4%
Nc1nonc1NC(=O)CSc1ncccc1C(=O)O	7%	-22%	0.8%	5%
Cn1c(=O)c2c(nc(CN3CCCCC3)n2CCCc2ccccc2)n(C)c1=O	3%	-3%	0.5%	-3%
COc1ccc(-c2cn3c(n2)sc2cc(C(=O)NCC(C)c4ccccc4)ccc23)cc1 (configuration not stated)	-10%	-20%[10.9 µM]	?	0%
CC(C)Oc1cccc(C(=O)Nc2ccc(N3CCN(S(C)(=O)=O)CC3)cc2)c1	14%	-5%	-0.6%	-5%
COc1ccc(Cn2ccc3nc(C)c(C(=O)Nc4ccc(OC)cc4)cc3c2=O)cc1	-22%	-7%[10.9 µM]	3.4%	-10%
O=C(OC(C(=O)NCc1cccs1)c1ccc(F)cc1)c1ccco1 (configuration not stated)	-1%	?	3.7%	-3%
COc1ccccc1C(=O)Nc1ccc2oc(-c3ccc(F)cc3)nc2c1	-15%	-16%	-0.1%	-12%
COc1ccccc1C(=O)Nc1cccc(-c2cn3ccsc3n2)c1	-30%	-13%	?	-29%
COc1ccccc1OCc1nnc(SCCN2CCOCC2)o1	4%	15%	0.3%	-7%
O=C(CSc1nnc(COc2ccccc2Cl)o1)NC(=O)NC1CCCC1	-19%	-4%	?	-10%
COc1ccc(CNC(=O)c2cccc(N3CCCS3(=O)=O)c2)cc1	-21%	16%[10.9 µM]	-0.6%	0%
CN(Cc1ccccc1)C(=O)CSc1nnc(-c2ccco2)n1-c1ccccc1	3%	1%	0.8%	7%
COc1ccc(S(=O)(=O)N(CCc2ccccc2)CC(=O)Nc2cc(C)ccc2C)cc1	-17%	-12%[10.9 µM]	?	7%

# Entries above containing a furan ring, fused or not (3):
Structure	p53ts 39C tox	Imprint erasure	IkB signaling	p53ts 32C tox
CCOC(=O)c1cc2c(c(CSc3nc4ccccc4c(=O)n3Cc3ccco3)c1)OCOC2	0%	3%	0.5%	9%
O=C(OC(C(=O)NCc1cccs1)c1ccc(F)cc1)c1ccco1 (configuration not stated)	-1%	?	3.7%	-3%
CN(Cc1ccccc1)C(=O)CSc1nnc(-c2ccco2)n1-c1ccccc1	3%	1%	0.8%	7%

# Later entries.
Structure	p53ts 39C tox	Imprint erasure	IkB signaling	p53ts 32C tox
O=C(NCC12CC3CC(CC(C3)C1)C2)c1nc2ncccn2n1	7%	-10%	-1.2%	28%
COCCNC(=O)Cn1c(=O)n(CCCCCC(=O)Nc2ccccc2)c(=O)c2sccc21	2%&15%	-3%[10.9 µM]	0.1%	-2%&23%
COCCn1nnnc1C(c1cccs1)N1CCN(c2cc(C)ccc2C)CC1 (configuration not stated)	-11%	-17%	?	3%
CC(C)CN(CC(C)C)S(=O)(=O)N1CCC(C(=O)NC2CCCCCCC2)CC1	-8%	-5%	-1.3%	-6%
O=S(=O)(c1ccc(Oc2ccc(-c3nnco3)cc2)nc1)N1CCC(Cc2ccccc2)CC1	-6%	-13%	0.3%	7%
CCOC(=O)N1CCN(C(=O)CS(=O)Cc2nc(-c3ccc(C)cc3)oc2C)CC1 (configuration not stated)	1%	-3%	-2.0%	10%
CC(=O)c1ccc(NC(=O)CSc2nnc3ccc(-c4ccc(F)cc4)nn23)cc1	-4%	4%[10.9 µM]	1.4%	-7%
CCc1ccc(C2CC(=O)Nc3c2c(=O)nc2c(C)cccn32)cc1 (configuration not stated)	-9%	-10%[10.9 µM]	?	-1%
COC(=O)c1sccc1NC(=O)c1c(C)noc1C	3%	-13%	-0.4%	2%
Cc1nnc(SCC(=O)Nc2ccc3c(c2)OCCO3)s1	7%	-6%	-0.9%	0%
Cc1ccc2cc(CCNC(=O)c3ccco3)c(=O)[nH]c2c1	-9%	-23%	1.7%	-11%
O=S(=O)(Nc1cccc(-c2cn3ccsc3n2)c1)c1ccc(F)cc1	?	-28%	?	3%
Cc1cc(N2CCOCC2)nc2ccc(NC(=O)C3CCC(C)CC3)cc12 (configuration not stated)	-6%	-14%	-1.6%	5%
COc1ccc(-c2noc(N3CCC(C(=O)Nc4ccc(F)cc4Cl)CC3)n2)cc1	-8%	-7%[10.9 µM]	?	0%
CSc1cccc(NC(=O)Cn2c3ncccc3c(=O)n2-c2ccc(C)cc2)c1	-6%	-6%[10.9 µM]	0.3%	5%

# Already shown: four of the compounds above.
Structure	p53ts 39C tox	Imprint erasure	IkB signaling	p53ts 32C tox
O=S(=O)(Nc1cccc(-c2cn3ccsc3n2)c1)c1ccc(F)cc1	?	-28%	?	3%
Cc1cc(N2CCOCC2)nc2ccc(NC(=O)C3CCC(C)CC3)cc12 (configuration not stated)	-6%	-14%	-1.6%	5%
COc1ccc(-c2noc(N3CCC(C(=O)Nc4ccc(F)cc4Cl)CC3)n2)cc1	-8%	-7%[10.9 µM]	?	0%
CSc1cccc(NC(=O)Cn2c3ncccc3c(=O)n2-c2ccc(C)cc2)c1	-6%	-6%[10.9 µM]	0.3%	5%

# The list continues.
Structure	p53ts 39C tox	Imprint erasure	IkB signaling	p53ts 32C tox
COc1cc(C(C)=O)ccc1COc1ccc(C(=O)OC(C)C(=O)NC(N)=O)cc1OC (configuration not stated)	-2%	.	.	11%
COc1ccc(OC)c(NC(=O)CCN2CCN(c3ccccc3F)CC2)c1	8%	-9%	2.3%	5%
COc1ccc(CCNC(=O)CCSc2nc(-c3ccco3)cc(C(F)(F)F)n2)cc1	0%	-11%	0.1%	6%
CCN(C(=O)Cn1c(=O)oc2cc(S(=O)(=O)N3CCCCC3)ccc21)c1ccccc1	-23%	-13%[10.9 µM]	?	-15%
COC(=O)Cc1cc(=O)[nH]c(/N=C(\N)Nc2ccc(C)cc2C)n1	4%	-13%	-0.6%	-3%
Cc1c(C)c2c(C)nn(-c3ccccc3)c2[nH]c1=O	10%	0%	5.7%	1%
CCOC(=O)c1ccccc1NC(=O)c1sc2ccccc2c1Cl	-23%	-13%[10.9 µM]	5.6%	0%
Cc1ccc(S(=O)(=O)C2(C(=O)Nc3ccc(F)cc3)CC2)cc1	-10%	-11%	-0.5%	-18%
Cn1cc(C=C2C(=O)CC(C)(C)CC2=O)c2ccccc21	13%	.	.	34%[activator]
CCOC(=O)c1cc(C)n(CC2CCC(C(=O)Nc3ccc(C)cc3)CC2)c1C (configuration not stated)	-5%	-6%[10.9 µM]	?	12%
Nc1ncc2c(n1)CC(c1ccco1)CC2=O (configuration not stated)	4%	-18%	-1.7%	-2%
Cc1ccc(C(c2nnnn2C(C)(C)C)N2CCN(C3CCCC3)CC2)cc1 (configuration not stated)	-6%	-6%	0.0%	-10%
C=CCn1cnc2c(NCc3ccccc3)ncnc21	-8%	-25%	?	-2%
COc1ccc(OC)c(CCNC(=O)C(C)n2c(C)c3cnn(-c4ccccc4)c(=O)c3c2C)c1 (configuration not stated)	8%	-7%[10.9 µM]	?	-2%
Cc1ccccc1NC(=O)c1c(C)oc2ccc(O)c(CN3CCCCCC3)c12	-16%	14%[10.9 µM]	3.0%	-8%

# Additional compounds follow.
Structure	p53ts 39C tox	Imprint erasure	IkB signaling	p53ts 32C tox
CCOc1ccc(N2Cc3ccccc3C2)cc1	?	-61%[inhibitor]	0.9%	13µM*
CCN(c1ccc(Cl)cc1)S(=O)(=O)c1nnc(NC(=O)c2ccccc2C)s1	0%	-17%[10.9 µM]	?	-2%
COc1ccccc1CNC(=O)CSc1nnc(C)c2c(C)n(-c3ccccc3)nc12	-2%	19%[10.9 µM]	?	13%
CCc1ccc(NC(=O)c2sc3nc(C)cc(C)c3c2NC(=O)c2ccccc2)cc1	24%	6%[10.9 µM]	-2.8%	-5%
CC(=O)Nc1ccccc1-c1nc2ccccc2n(CC(=O)Nc2cccc(C(F)(F)F)c2)c1=O	16%	-12%[10.9 µM]	1.0%	5%
